Fluorescein fluor = qHTS Assay for Spectroscopic Profiling in Fluorescein Spectral Region | Compound autofluorescence, 480/540 nm, fluorescein-equivalent; stronger effect = higher value | AID 593, 2007 | max fluorescein-equivalent concentration, M | hit rate 0.91% among 59,000; in the data active = max fluorescein-equivalent concentration above about 10 nM; inconclusive = between about 1.1 nM and that limit
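First, buffer (100 mM Tris, pH 8.0) dispensed; second, compounds and fluorescein standards pinned in; third, 15 min room-temperature incubation; finally, imaging at ex 480 nm/em 540 nm. Fluorescence normalized against the six-point fluorescein curve.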
Tau fil binding = qHTS Assay for Tau Filament Binding; AID 596, 2007; recombinant tau filaments, thioflavin S fluorescence, 15 h; filaments grown with octadecylsulfate alongside compound; Potency, µM (doses to about 57.1 µM), inactives show at the top dose activity change, negative = inhibition; hit rate 2% among 71,000; Microtubule-associated protein tau (Homo sapiens), P10636;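 also: potency is read from the fitted curve at half-maximal effect; % is scaled to controls: 0 for no effect and ±100 for the full control effect; actives lower thioflavin S fluorescence by blocking filaments or displacing dye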
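Quantitative HTS: thioflavine S signal from ODS-induced tau filaments, excited at 450 nm, emission 510 nm. Conditions: 1 uM tau, 30 uM ODS, 15 h at 37 C, pH 7.4.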
TexasRed autofl = qHTS Assay for Spectroscopic Profiling in Texas Red Spectral Region; Compound fluorescence, Texas Red channel, 547/618 nm; stronger effect = higher value; max dye-equivalent concentration, M; hit rate 0.06% among 59,000; AID 587, 2007; in the data active = max dye-equivalent concentration above about 10 nM; inconclusive = between about 1.1 nM and that limit
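Spectral interference profiling: each compound concentration's relative fluorescence, read with a 547 nm excitation and 618 nm emission filter pair, was normalized to a per-plate Texas Red standard curve.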
HADH2 inhib = qHTS Assay for Inhibitors of HADH2 (Hydroxyacyl-Coenzyme A Dehydrogenase, Type II); Potency, µM (top dose mostly 57.1 µM), without a hit: at the highest dose activity change, negative = inhibition, hits mostly inhibitors; hit rate 3.4% among 73,000; recombinant HADH2, NADH fluorescence, beta-hydroxybutyryl-CoA; also: potency is read from the fitted curve at half-maximal effect; % is scaled to controls: 0 for no effect and ±100 for the full control effect; nearly all actives have a fitted effect of over 60% in size; many of its hits are not listed in these tables
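20 nM HADH2 + cpd, 15 min RT; add 1 mM NAD+/90 uM beta-hydroxybutyryl-CoA; kinetic fluorescence 360/450 nm, 4 min. Tris-HCl pH 9.0, 0.01% Tween-20.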
ERK AVP block = qHTS Assay for Inhibitors of the ERK Signaling Pathway using a Homogeneous Screening Assay; HEK293-V1b, vasopressin-stimulated pERK AlphaScreen; Potency, µM (highest dose often 57.5 µM), inactives show at the top dose activity, negative = inhibition, most hits filed as inhibitors; AID 995, 2007; hit rate 0.99% among 72,000; also: potency is read from the fitted curve at half-maximal effect; % is scaled to controls: 0 for no effect and ±100 for the full control effect; nearly all actives have a fitted effect of over 55% in size
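HEK293 cells stably expressing V1b receptor, seeded overnight in 1% FBS, were treated with compounds for 30 min at 37C, then stimulated 5 min with 25 nM vasopressin; phospho-ERK read by AlphaScreen SureFire after lysis.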
USP2a inhib = qHTS Assay for Inhibitors of Ubiquitin-specific Protease USP2a | USP2a enzymatic assay, qHTS inhibition | hit rate 0.1% among 60,000 | Ubiquitin carboxyl-terminal hydrolase 2 (Homo sapiens), O75604 | Potency, µM (highest dose often 38.3 µM), for the others: top-dose activity change, negative = inhibition, hits mostly inhibitors;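 also: potency is read from the fitted curve at half-maximal effect; nearly all actives have a fitted effect of over 60% in size; plate controls were DMSO for no effect and NEM full inhibition control for full effect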
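USP2 core (20 nM final) was preincubated with compound for 30 min at RT in 20 mM Tris-HCl pH 8.0, 2 mM CaCl2, 2 mM beta-mercaptoethanol; Ub-PLA2 (20 nM) plus NBD C6-HPC (20 uM) then added, fluorescence read after 2.5 h.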
Rhodamine fluor = qHTS Assay for Spectroscopic Profiling in Rhodamine Spectral Region | Rhodamine-region fluorescence, 547/598 nm, Tris buffer; stronger effect = higher value | max dye-equivalent concentration, M | hit rate 0.05% among 59,000 | AID 594, 2007; in the data active = max dye-equivalent concentration above about 11 nM; inconclusive = between about 1.1 nM and that limit
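Intensities are converted to rhodamine-equivalent concentration using a six-point rhodamine standard on each plate. Compounds sit 15 min at room temperature in 100 mM Tris buffer, pH 8.0; read uses the 547/598 nm excitation/emission pair.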
Casp7 inh = qHTS Assay for Allosteric/Competitive Inhibitors of Caspase-7; P55210; recombinant caspase-7, Ac-DEVD-AFC fluorescence rate; Potency, µM (highest dose often 57.5 µM), without a hit: top-dose activity change, negative = inhibition, usual class: inhibitors; hit rate 0.02% among 75,000; active = well fitted inhibition curve with a large enough effect in the main read-out, with a control signal flat, not every such curve was filed as active; inconclusive = small, poorly fitted or top-dose-only effect, or a change in a side signal; also: potency is read from the fitted curve at half-maximal effect; % of control where 0% means no effect
Caspase-1 inhib = qHTS Assay for Allosteric/Competitive Inhibitors of Caspase-1; Caspase-1 enzyme, Ac-WEHD-AFC fluorogenic rate; Potency, µM (highest dose often 57.5 µM), for the others: at the top dose activity change, negative = inhibition, hits mostly inhibitors; hit rate 0.03% among 75,000;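 also: potency is read from the fitted curve at half-maximal effect; plate controls were vehicle for no effect and no substrate for full effect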
HEK293 cAMP ctrl = qHTS Assay for Agonists of the Thyroid Stimulating Hormone Receptor: Activators of Intracellular cAMP Concentrations in Parental HEK 293; parental HEK293 CNG cAMP sensor, membrane potential fluorescence; Potency, µM (highest dose often 57.1 µM), inactives show top-dose activation, hits mostly activators; hit rate 2.5% among 73,000; AID 938, 2007; also: potency is read from the fitted curve at half-maximal effect; % of control where 0% means no effect; nearly all actives have a fitted effect of over 55% in size
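Parental HEK 293 cells stably expressing a cAMP-gated CNG channel were loaded with membrane potential dye containing 100 uM RO 20-1724 for 60 min. Compound added for 30 min; depolarization read as fluorescence intensity at 590 nm.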
Luciferase inh = qHTS Assay for Inhibitors of Firefly Luciferase | Potency, µM (titrated, usually from 57.1 µM), inactives show top-dose activity change, negative = inhibition, usual class: inhibitors | hit rate 2.2% among 72,000 | Luciferin 4-monooxygenase (Photinus pyralis), P08659 | purified firefly luciferase, luminescence, 8 min; also: potency is read from the fitted curve at half-maximal effect; % is scaled to controls: 0 for no effect and ±100 for the full control effect; nearly all actives have a fitted effect of over 40% in size
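Luminescence read-out after 8 min at room temperature; enzyme reaction used luciferin plus 10 uM ATP (linear range) in imidazole buffer pH 7.2 with KCl, MgCl2, Tween 20 and BSA. Each sample was run as a titration.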
* = called active by the depositor; i = inactive; ? = inconclusive; . = no result given; [ ] = remark or other dose. Unless noted, calls follow the shape of the dose curve; as a rule, active = well fitted curve in the direction sought with a large enough effect; inconclusive = small, poorly fitted or top-dose-only effect, or another doubt; inactive = no such curve, though single readings can be large; an effect the other way counts as inactive or inconclusive.

Sequence of screens – Fluorescein fluor	Tau fil binding	TexasRed autofl	HADH2 inhib	ERK AVP block	USP2a inhib	Rhodamine fluor	Casp7 inh	Caspase-1 inhib	HEK293 cAMP ctrl	Luciferase inh
> CCC(=O)N(Cc1ccc2c(c1)OCO2)Cc1cc2cc(OC)ccc2[nH]c1=O
 : ?	11%	i	0%	-10%	29%	i	-2%	0%	7%	-7%
> COc1ccc(C2C(C(=O)O)CC(=O)N2c2ccc(OC)cc2)cc1 (configuration not stated)
 : i	4%	i	-1%	-3%	-8%	i	0%	1%	-1%	-1%
> CCCCC/C=C\C/C=C\CCCCCCCC(=O)O
 : .	?	.	-11%	-6%	.	.	-10%	-8%	?	.
> Cc1nc(NC2=NCN(Cc3ccc4c(c3)OCO4)CN2)nc2ccccc12
 : i	-10%	i	-10%	-1%	-2%	i	-1%	-1%	10%	2%
> COc1ccc(N2CCN(C(=O)CSc3nnc(CNc4ccccc4)o3)CC2)cc1
 : ?	-28%	i	-2%	-7%	14%	i	1%	-2%	7%	-1%
> Clc1ncn(C23CC4CC(CC(C4)C2)C3)n1
 : ?	-5%	i	5%	2%	-2%	i	-4%	3%	5%	1%
> COc1ccc(OC)c(C2C(C(=O)c3cccs3)=C(O)C(=O)N2c2cc(C)on2)c1 (configuration not stated)
 : ?	-3%	?	-6%	-6%	17%	i	-1%	-2%	8%	-1%
> COCC(=O)N1CCC(n2nnc3cc(F)ccc32)CC1
 : i	4%	?	7%	11%	3%	i	0%	3%	-4%	5%
> CS(=O)(=O)NCc1ccc(C(=O)NC2CCCCC2)cc1
 : i	-3%	i	1%	-1%	3%	i	-1%	0%	23%	2%
> CCC(C(=O)O)n1nnc(-c2ccc(-c3ccc(OC)cc3)cc2)n1 (configuration not stated)
 : i	0%	?	8%	88%[activator]	-6%	i	-4%	3%	10%	-13%
> COC(=O)c1cc(OC)c(OC)cc1N=CC1=C(O)CC(C)(C)CC1=O
 : .	11%	.	1%	?	5%	.	-2%	-3%	-7%	3%
> CCN(CC)CCCn1c(-c2ccccc2)nc2c(N3CCOCC3)nc(C)nc21
 : .	-2%	.	-15%	-2%	.	.	0%	1%	25%	.
> COC(=O)[C@@]1(Cc2ccccc2)[C@H]2c3cc(C(=O)N4CCCC4)n(CCO)c3C[C@H]2CN1C(=O)c1ccccc1
 : .	2%	.	12%	-26%	.	.	-1%	0%	16%	.
> c1cnc(NC2C3CC4CC(C3)CC2C4)nc1 (configuration not stated)
 : i	0%	i	-4%	6%	-1%	i	0%	-2%	8%	-2%
> COc1ccc(-c2noc(CCC(=O)NCc3cc(Br)ccc3OC)n2)cc1
 : i	78%	i	3%	7%	1%	i	0%	-2%	?	-5%
> COc1ccc(COC(=O)N/N=C2/C[C@@H](O)[C@@H](O)[C@@H]3[C@@H]4C(=O)N([C@@H](C)c5ccccc5)C(=O)[C@H]4CC[C@@H]23)cc1
 : .	.	.	7%[11.4 µM]	12%[11.5 µM]	.	.	1%[11.5 µM]	-3%[11.5 µM]	-1%[11.4 µM]	2%[11.4 µM]
> Cc1ccccc1Cn1ccc(NC(=O)c2cc3nc(-c4ccco4)cc(C(F)(F)F)n3n2)n1
 : ?	-26%	?	?	19%	34%[activator]	i	-18%	?	-24%	3%
> Cc1cc(C)c(S(=O)(=O)NCc2cn3c(C)csc3n2)cc1C
 : i	-2%	i	4%	7%	11%	i	0%	0%	23%	0%
> Cc1noc(C)c1C(=O)N1CCC2(CCN(C(=O)NC(C)C)CC2)CC1
 : i	2%	i	7%	-8%	-10%	i	0%	-1%	3%	1%[11.4 µM]
> O=c1cc(CSc2nnnn2-c2ccccc2)nc2scc(-c3ccccc3)n12
 : i	-12%	i	0%	?	29%	i	-7%	-3%	12%	2%
> O/N=C1\CCCc2nnc3c(c21)CCCC3
 : .	0%[11.4 µM]	.	-28%[11.4 µM]	-12%	-1%[7.66 µM]	.	1%	-2%	3%[11.4 µM]	2%
> COc1ccc(N2CCN(CCCNC(=O)C3(S(=O)(=O)c4ccc(Cl)cc4)CC3)CC2)cc1
 : i	-24%	i	5%	2%	14%	i	3%	1%	6%	0%
> Cc1nn(Cc2ccccc2)c(C)c1C(=O)Nc1ccc(N2CCOCC2)cc1
 : i	1%	?	17%	-9%	3%	i	0%	1%	1%	-2%
> Cc1ccc(-c2nnn(Cc3nc(N)nc(N4CCOCC4)n3)n2)cc1
 : i	10%	i	2%	-20%	0%	i	1%	0%	-5%	1%
> COc1cc(OC)c(-c2nn3c(-c4cccnc4)nnc3s2)cc1OC
 : i	21%	i	46%[activator]	?	-18%	i	0%	-1%	-8%	5%
> NC(=O)c1cccn1Cc1ccccc1Cl
 : i	2%	i	0%	-19%	-7%	i	-1%	-2%	11%	1%
> O=C(NC12CC3CC(CC(C3)C1)C2)N1CC2Cc3cccc(=O)n3C(C2)C1 (configuration not stated)
 : ?	3%	i	8%	-9%	85%[activator]	i	0%	1%	5%	1%
> Cn1nnc2c(N3CCCCC3)nccc21
 : i	-6%	i	3%	12%	0%	i	-1%	1%	?	3%
> Cc1nc2ccc(NC(=O)Cn3cnc4c3c(=O)n(C)c(=O)n4C)cc2s1
 : i	8%	?	14%	6%	4%	i	-1%	0%	-6%	0%
> CC(C)NC(=O)c1c(O)c2ccccc2[nH]c1=O
 : ?	-4%	i	-7%	-16%	4%	i	0%	-3%	9%	2%
> COc1ccc(N2CCN(C(=O)c3ccc(NS(=O)(=O)c4ccc(F)c(F)c4)cc3)CC2)cc1
 : i	-8%	i	-1%	14%	20%	i	-3%	2%	-14%	-21%
> COc1ccc(NC(C)=O)cc1NC(=O)CN1CCN(CC(=O)Nc2ccccc2Cl)CC1
 : i	13%	i	3%	-10%	17%	i	2%	0%	?	0%
> CC(C)CN(CCCNC(=O)CC1Oc2ccccc2NC1=O)CC(C)C (configuration not stated)
 : i	-10%	i	-9%	18%	-3%	i	0%	1%	1%	4%
> Cc1ccc(N(C)C(=O)N2CCN(S(=O)(=O)c3ccc(C)cc3)CC2)cc1
 : .	-2%	.	-7%	-1%	.	.	-1%	-3%	8%	-5%
> C=CC[C@@H]1C=C[C@H](O/N=C(\C)CCN2CCCCc3nc(C)c(C)cc32)[C@H](CO)O1
 : .	.	.	7%[11.4 µM]	-7%[11.5 µM]	.	.	-3%[11.5 µM]	1%[11.5 µM]	9%[11.4 µM]	1%[11.4 µM]
> O=C(O)CSCCCC(=O)Nc1ccc(Br)cc1
 : ?	-2%	i	7%	11%	1%	i	-1%	-2%	0%	-4%
> CCN(CC)CCCN1C(=O)c2oc3ccccc3c(=O)c2C1c1cc(OC)ccc1OC (configuration not stated)
 : ?	-13%	i	-3%	-22%	12%	i	0%	0%	5%	2%
> O=C(NCCCN1CCCCCC1)c1ccc(N2CCCC2=O)cc1
 : i	8%	i	-3%	13%	10%	i	-1%	-1%	4%	-1%
> CC(=O)c1cccc(NC(=O)C2CCCN(S(=O)(=O)c3cccc4cccnc34)C2)c1 (configuration not stated)
 : .	-8%	.	-3%	?	.	.	-1%	2%	-1%	-2%
> CCCSc1ncnc2c1oc1ccccc12
 : i	-8%	?	-5%	14%	0%	i	-2%	0%	11%	-6%

Profiles as entered above. Order of values: Fluorescein fluor, Tau fil binding, TexasRed autofl, HADH2 inhib, ERK AVP block, USP2a inhib, Rhodamine fluor, Casp7 inh, Caspase-1 inhib, HEK293 cAMP ctrl, Luciferase inh
CCN(CC)CCCN1C(=O)c2oc3ccccc3c(=O)c2C1c1cc(OC)ccc1OC (configuration not stated) across the screens: ?, -13%, i, -3%, -22%, 12%, i, 0%, 0%, 5%, 2%
C=CC[C@@H]1C=C[C@H](O/N=C(\C)CCN2CCCCc3nc(C)c(C)cc32)[C@H](CO)O1 across the screens: ., ., ., 7%[11.4 µM], -7%[11.5 µM], ., ., -3%[11.5 µM], 1%[11.5 µM], 9%[11.4 µM], 1%[11.4 µM]

Screens (PubChem BioAssay)

Not all compounds are listed; the hit share may differ from the screen's.
